Source: PubChem BioAssay
SENP6 block = SENP6 protease inhibition | hit rate 1.8% among 330,000 | Q9GZR1 | Recombinant SENP6 catalytic domain, aminoluciferin luminescence | AID 2599 | inhibition, % at 10 µM;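 active means inhibition above about 50% at the single tested dose, limit read from the data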;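 further: plate controls were DMSO wells with enzyme for no effect and DMSO wells lacking enzyme for full effect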
hIAP activ = increases human intestinal alkaline phosphatase activity; AID 2524; purified human IAP, CDP-Star luminescence, 30 min; stronger effect = higher value; 1 = vehicle-only enzyme, 0 = enzyme-free background; P09923; hit rate 0.16% among 330,000; activation factor at 10 µM;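 active means activation factor of the enzyme at least 2-fold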; further: the source names both 10 and 20 µM as test concentration; values of inactives mirror those of a sister screen read the other way
Target sequence (P09923 whole entry, looked up): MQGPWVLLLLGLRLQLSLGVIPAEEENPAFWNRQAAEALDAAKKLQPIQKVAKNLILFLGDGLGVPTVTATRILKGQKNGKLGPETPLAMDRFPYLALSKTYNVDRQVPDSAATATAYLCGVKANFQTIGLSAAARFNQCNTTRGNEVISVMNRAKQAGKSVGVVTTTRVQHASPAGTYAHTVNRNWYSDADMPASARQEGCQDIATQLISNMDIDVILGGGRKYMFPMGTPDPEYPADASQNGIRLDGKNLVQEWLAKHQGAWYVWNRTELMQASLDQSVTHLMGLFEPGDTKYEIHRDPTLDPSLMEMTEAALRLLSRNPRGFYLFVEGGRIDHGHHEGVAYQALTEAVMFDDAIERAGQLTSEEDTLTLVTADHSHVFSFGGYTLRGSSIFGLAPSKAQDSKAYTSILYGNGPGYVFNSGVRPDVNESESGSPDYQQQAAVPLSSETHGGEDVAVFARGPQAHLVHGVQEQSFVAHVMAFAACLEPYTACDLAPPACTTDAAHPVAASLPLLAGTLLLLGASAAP
GRIN3A LBD mod = modulators (binders) of human NR3A ligand-binding domain; NR3A LBD differential scanning fluorimetry, Tm shift; 0% = protein alone, 100% = glycine-bound protein; Tm shift relative to glycine control, % at 25 µM; hit rate 2.5% among 340,000; AID 1259313;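 active means melting temperature shift of at least 10% of the positive control shift, at one fixed dose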
SENP1 inh = blocks the human SENP1 SUMO protease catalytic domain; inhibition, % at 10 µM; Q9P0U3; hit rate 0.21% among 360,000; recombinant SENP1 catalytic domain, CyPet-SUMO1-YPet FRET cleavage;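 active means inhibition at least 30% at 10 µM, raw YFP signal under a set limit, fluorescence ratio 0.5 to 1.5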;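 further: 0% = enzyme with DMSO and 100% = no enzyme wells; some results filed as inactive read as strong as hits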
Target sequence (Q9P0U3 419-644 limits assumed): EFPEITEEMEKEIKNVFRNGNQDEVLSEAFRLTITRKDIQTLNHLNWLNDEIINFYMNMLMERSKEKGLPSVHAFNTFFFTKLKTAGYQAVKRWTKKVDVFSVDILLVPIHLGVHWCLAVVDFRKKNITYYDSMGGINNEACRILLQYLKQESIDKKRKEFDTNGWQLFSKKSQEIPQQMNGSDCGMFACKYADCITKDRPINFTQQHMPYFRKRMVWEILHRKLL
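Assay system – human recombinant His6-tagged SENP1 catalytic domain enzyme · Input – SENP1 enzyme, 20 pM final · Buffer or medium – Tris pH 8 buffer plus EDTA, NaCl, BME, BSA, NP40, catalase · Schedule – 50 min reaction at room temperature · Technique – FRET read of cyan and yellow fluorescence · Control set – no-enzyme wells low, DMSO-plus-enzyme wells high control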
SENP8 inh = SENP8 (human) protease inhibition; Q96LD8; recombinant SENP8, Nedd8 substrate fluorescence; inhibition, % at 20 µM; AID 602440; hit rate 0.64% among 360,000; in the data active means inhibition mostly above about 40%, no sharp cut-off; inactive means mostly below about 27%
Target sequence (Q96LD8 whole entry, looked up): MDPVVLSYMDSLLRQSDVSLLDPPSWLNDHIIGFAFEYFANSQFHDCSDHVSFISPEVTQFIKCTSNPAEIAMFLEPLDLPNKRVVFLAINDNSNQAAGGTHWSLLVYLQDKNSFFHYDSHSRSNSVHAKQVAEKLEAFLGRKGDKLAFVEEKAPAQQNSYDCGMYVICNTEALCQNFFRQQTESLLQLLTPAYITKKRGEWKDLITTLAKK
ATG4B inhibitor = ATG4B (human) cysteine protease inhibition; Q9Y4P1; ATG4B cleavage of LC3-PLA2, NBD-HPC fluorescence, 1 h; inhibition, % at 8.33 µM; hit rate 0.51% among 340,000; in the data active means inhibition above about 40%
MPTP block = permeability transition pore inhibition. hit rate 1.4% among 360,000. isolated mouse mitochondria, Ca2+ swelling absorbance, 30 min. inhibition, % at 10 µM;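 active means inhibition of 50% or more, scaled per plate between neutral and stimulator controls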;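 further: 0% = DMSO wells given calcium and 100% = 1 mM EGTA wells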
PfG6PD inh = PfG6PD (Plasmodium falciparum) enzyme inhibition. PfGluPho enzyme, NADPH resazurin-diaphorase fluorescence. inhibition, % at 20 µM. hit rate 0.78% among 350,000;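 active means inhibition reaching at least a set limit at 20 µM in the primary screen, cut at about 59% in these data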;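 further: 0% = DMSO wells with substrate and 100% = DMSO wells lacking glucose-6-phosphate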
Starred values were filed as active, the others as inactive; . = not tested or not shown; & = joins results of further samples.

Value order – GRIN3A LBD mod	PfG6PD inh	SENP8 inh	ATG4B inhibitor	SENP1 inh	hIAP activ	MPTP block	SENP6 block
#1 O=C(CN(Cc1ccco1)C(=O)Cn1nnc(-c2cccs2)n1)NCc1ccccc1
  2	-4	11	0	1	1.1	0.4	-7
#2 O=C(OCCN1CCOCC1)C1(c2ccccc2)CCCCC1
  -2	-6	.	1	.	0.69	.	-1
#3 COCCNC(=O)c1cccc(OC2CCN(Cc3ccc(Cl)c(F)c3)CC2)c1
  1	-6	28	-3	-1	1.1	0.4	-3
#4 COc1ccc(-n2nnc3c(=O)n(CC(=O)NCC4CCCO4)cnc32)cc1 (stereo not given)
  1	0	4	6	-1	1	-2.6	-3
#5 COCC(C)NC(C(=O)Nc1ccc(Cl)c([N+](=O)[O-])c1)c1ccccc1 (stereo not given)
  -1	4	8	-1	-2	0.95	2.0	-9
#6 COc1ccc(NC(=O)C(C)NS(=O)(=O)c2ccc(NC(C)=O)cc2)cc1Cl (stereo not given)
  -6	-6	10	-6	6	1.1	0.1	-14
#7 COc1ccc2[nH]c3c(c2c1)CCN1C(=O)C(CC(=O)NCc2ccc(OC)c(OC)c2)C[C@H](C(=O)N2CCOCC2)[C@@]31CCC1CCCC1 (stereo not given in full)
  -2	9	-32	.	2	.	0.9	.
#8 CC(=O)c1ccc(N2CCN(S(=O)(=O)c3ccc4c(c3)CC(C)N4C(=O)C3CC3)CC2)cc1 (stereo not given)
  0	13	-200	-7	2	1.1	97*	-13
#9 CC(Sc1nc(-c2ccccc2)cc(C(F)(F)F)n1)C(=O)Nc1ccc2c(c1)OCO2 (stereo not given)
  -4	-4	25	-4	4	0.89	4.9	2
#10 COc1cccc(S(=O)(=O)NCc2ccc(C(=O)Nc3ccc(C)cc3)cc2)c1
  17*	-6	6	1	2	0.89	0.2	-6
#11 O=C(Nc1nnc(C2CC2)s1)c1ccc(S(=O)(=O)c2ccccc2)cc1
  -2	-42	-99	13	0	1	27	-10
#12 O=C(O)CCCN1C(=O)c2ccccc2Sc2ncccc21
  0	1	15	-4	-2	0.96	0.1	-1
#13 CCOC(=O)CN(C(=O)CNC(=O)c1cccs1)C(C(=O)NC1CCCC1)c1cccnc1 (stereo not given)
  1	3	9	-10	2	0.88	8.8	1
#14 CCOc1ccc(C(=O)N2CCCC(c3nc(-c4ccc(C)o4)no3)C2)cc1 (stereo not given)
  -2	2	2	3	2	0.99	0.3	-8
#15 CC(=O)Nc1ccc(NC(=O)C2CCCN2C(=O)NCc2ccccc2)cc1 (stereo not given)
  0	-11	13	0	-1	1	0.6	-13
#16 COC(=O)Cc1c[nH]c2ccc(OCC(O)CNC(C)C)cc12 (stereo not given)
  -1	6	8	-10	-2	0.95	0.9	-18
#17 Cc1ccc(-n2c(SCC(=O)NCC3CCCO3)nnc2-c2ccoc2C)cc1 (stereo not given)
  -1	-2	6	2	1	0.96	-1.0	-11
#18 CSc1ccccc1OCc1cc(C(=O)N(Cc2nccn2C)C(C)C)no1
  -2	3	-9	-5	1	1.1	-1.5	4
#19 O=C(NCCc1csc(-c2cccnc2)n1)c1ccco1
  0	13	6	-10	-5	0.97	-0.4	1
#20 CCCCOC(=O)Nc1ccc(N(C)C)cc1
  -1	11	35	2	4	0.96	-1.0	-3
#21 O=C(Nc1ccc(Cl)cc1)Nc1nnc(SCc2ccccc2)s1
  -1	-1	16	1	-1	0.84	86*	-1
#22 COc1cc(/C=C/C(=O)O)cc(S(=O)(=O)Nc2ccc(F)cc2)c1OC
  -3	2	6	5	-2	0.97	-1.1	-10
#23 Cc1nc([N+](=O)[O-])cn1CC(=O)c1ccc(Br)cc1
  1	7	17	-4	3	1.1	-2.7	-1
#24 N#CCc1ccc(NC(=O)c2ccccc2C(=O)Nc2ccc(CC#N)cc2)cc1
  1	-7	12	-7	2	1.1	-0.1	-12
#25 COc1ccc(-c2cc(=O)[nH]c3ccccc23)cc1
  2	4	-139	-3	-1	1	-0.4	-11
#26 CCCc1nn2c(N)c(/C=C3\C=Nc4ccccc43)c(=O)nc2s1
  2&-16	2&0	-30&1	-2&0	-157&-26	0.92&1	4.2&-0.9	-16&-9
#27 COc1ccc(-c2ccc(-c3noc(-c4ccccc4C)n3)c(OC)n2)cc1
  -11	10	-417	-9	-24	1	1.2	-14
#28 CN(Cc1cccnc1)C(=O)CCCc1c[nH]c2ccccc12
  0	20	6	10	-3	1.1	-0.1	-4
#29 CC(=O)Nc1ccc(OCC(O)CN2CCN(c3ccc(C)c(Cl)c3)CC2)cc1 (stereo not given)
  0	-2	9	-13	1	0.95	-0.4	-13
#30 O=C(COc1ccc(F)cc1Br)NCc1nnc2ccccn12
  0	-12	9	1	1	0.89	-1.6	-15
#31 CN(Cc1ccccc1)C(=O)c1ccc(NC(=O)c2ccccc2)cc1
  4	2	-6	-6	0	1.1	-0.5	22
#32 CCOC(=O)N1CCN(C(=O)C2CCCN(c3ncnc4c3sc3cccc(F)c34)C2)CC1 (stereo not given)
  -3	20	-297	-9	-6	.	21	.
#33 COc1cc(NC(=O)c2cc(-c3ccccc3)nc3c2cnn3C(C)C)cc(OC)c1OC
  0	14	-11	-5	0	1	6.5	0
#34 COc1ccc(OC)c(CNc2ccc3c(c2)CCC3)c1
  2	21	-318	-1	-31	1.1	-0.1	-1
#35 CC(C)CC(C(=O)OCC(=O)Nc1cccc(Cl)c1)N1C(=O)C2CC=CCC2C1=O (stereo not given)
  -2	12	9	-8	0	1.2	4.1	-2
#36 CC(C)C[C@H](NC(=O)c1cc2cc(Cl)ccc2n1C)C(=O)N1CCC(C(=O)O)CC1
  0	-23	-9	-5	4	.	0.5	.
#37 CCOc1cc(C(=O)Nc2c3c(nn2C(C)(C)C)CS(=O)C3)cc(OCC)c1OCC (stereo not given)
  2	1	1	8	2	1.1	-0.6	-22
#38 O=P(c1ccccc1)(c1ccccc1)C(c1ccco1)N1CCOCC1 (stereo not given)
  -1	-1	17	5	1	0.89	-1.7	-8
#39 CCN1C(=O)c2ccc(C(=O)Nc3nccs3)cc2C1=O
  -1	2	10	-11	0	0.91	-0.9	-12
#40 O=C(c1ccc(F)cc1)N1CCN(c2ccc([N+](=O)[O-])c(N3CCOCC3)c2)CC1
  0	11	31	-16	0	0.91	0.2	-3
#41 COC(=O)c1sccc1NC(=O)c1cc2c(s1)CCCC2
  -1	34	-98	2	1	0.71	-1.7	43
#42 Cc1oc(-c2ccccc2F)nc1CS(=O)(=O)CC(=O)NC(C)CCc1ccccc1 (stereo not given)
  -1	7	2	-15	3	1.1	0.0	24
#43 COC(=O)C1=NN(c2ccccc2)C2(S1)S/C(=C\c1ccccc1)C(=O)N2c1ccccc1 (stereo not given)
  -1	1	32	-6	2	0.89	-0.7	-6
#44 COCCNC(=O)C(C)Oc1ccccc1 (stereo not given)
  0	-7	14	-17	3	1	-0.5	-9
#45 O=C1C2C3c4ccccc4C(c4ccccc43)C2C(=O)N1c1cccnc1 (stereo not given)
  1	-8	11	-9	2	1	-1.6	0
#46 O=C(CSc1n[nH]c(Cc2ccccc2)n1)Nc1ccccc1Br
  -3	-17	7	11	0	1	0.8	-20
#47 C/C(CCc1ccc2c(c1)OCO2)=N\NC(=O)c1ccc(C)cc1C
  -1	-21	10	-1	1	0.95	0.2	-3
#48 COc1ccc(C(=O)Oc2cc(N)n(S(=O)(=O)c3ccc(C)cc3)n2)cc1
  -3	-5	11	-2	3	0.77	-0.4	9
#49 CCN1CCN(c2ccc(NC(=O)c3cc(S(=O)(=O)N4CCCC4)ccc3Cl)cc2)CC1
  0	5	6	-3	12	0.79	0.3	-22
#50 CC(c1ccccc1)N1C(=O)CC(Sc2ncccc2C(=O)O)C1=O (stereo not given)
  1	-12	10	-3	4	0.86	-0.2	8
#51 Cc1cc(/C=C(\C#N)C(=O)NCc2cccs2)c(C)n1-c1ccc([N+](=O)[O-])cc1
  -2	2	13	1	-1	1.1	0.1	-20
#52 CC(=O)Nc1ccc(S(=O)(=O)NC2C3(C)CCC(C3)C2(C)C)cc1 (stereo not given)
  -1	7	13	-3	-1	1	2.2	14
#53 CS(=O)(=O)N1CCN(C(=O)c2ccc3c(c2)OCCO3)CC1
  1	-9	17	0	-1	0.97	2.6	-7
#54 O=C(Nc1ccc(Br)cc1)C1CCN(c2cnccn2)CC1
  1	4	-362	3	3	0.92	-0.8	5
#55 COc1cccc(NC(=O)CSc2nnc(-c3cc(C)[nH]n3)n2N)c1
  1	-7	10	-6	1	1.1	0.3	1
#56 COc1ccc(-c2[nH]ncc2CN(C)Cc2cccnc2)c(OC)c1
  -1	-9	9	-18	1	0.97	-0.9	-12
#57 CC(C)(C)c1cc(CP(=O)(c2ccccc2)c2ccccc2)cc(C(C)(C)C)c1O
  -5	-2	7	2	0	1.1	-1.2	-8
#58 COc1cccc(CNC(=O)c2ccc(OC)c(S(=O)(=O)NC3CCCC3)c2)c1
  0	2	9	-8	-1	1	-2.2	-11
#59 COc1cc(S(=O)(=O)N2CCN(c3ccc(F)cc3)CC2)ccc1Cl
  -4	-2	13	-5	2	1	-0.8	-2
#60 CN(c1ccccc1)S(=O)(=O)c1cccc(NC(=O)CCN2C(=O)C3CCCCC3C2=O)c1 (stereo not given)
  -1	9	6	-10	0	1.1	-0.2	-1

Other records
Value order – GRIN3A LBD mod	PfG6PD inh	SENP8 inh	ATG4B inhibitor	SENP1 inh	hIAP activ	MPTP block	SENP6 block
#61 CC1CCN(C2=NN3C(=N)/C(=C\c4ccc(OC(=O)c5ccco5)cc4)C(=O)N=C3S2)CC1
  -15	-40	-48	-9	-91	0.68	17	1
#62 Cc1c(OCC(=O)N2C[C@H]3C[C@@H](C2)c2cccc(=O)n2C3)ccc2c3c(c(=O)oc12)CCCC3
  -2	-6	-82	-22	1	1.1	-1.3	-5
#63 Cc1ccc(S(=O)(=O)NC(=O)COc2ccccc2C)c(C)c1
  0	-12	8	-9	2	0.9	-0.5	2
#64 COc1ccccc1-n1cnc2c(c1=O)c1nc3ccccc3nc1n2CCc1ccccc1
  0	14	-357	-8	-7	0.96	-0.2	-23
#65 Cc1cc(C(=O)NC2CCC(O)CC2)c(C)o1 (stereo not given)
  3	17	3	-5	0	1	-0.2	0
#66 CCN(CC)CCCN1C(=O)c2oc3ccccc3c(=O)c2C1c1cc(OC)ccc1OC (stereo not given)
  -1	6	-4	-7	0	1	-0.7	1
#67 O=S(=O)(Nc1ccccc1)c1ccc(-c2cnc(C3CC3)o2)cc1
  -9	-20	-10	-8	2	1.1	-0.8	9
#68 CCCCc1ccc(-c2csc(/C(C#N)=C/c3ccco3)n2)cc1
  0	8	-26	-3	-77	0.96	8.1	7
#69 COc1ccc(C(C)(C)C)cc1NC(=O)COC(=O)c1nc2nccc(C)n2n1
  -1	0	18	3	-1	0.9	0.8	4
#70 COc1ccc(C(=O)CSc2ccccc2C(=O)O)cc1
  0	1	17	-15	2	1.2	1.5	43
#71 CN1C(=O)C(O)(CC(=O)c2ccccn2)c2cc(Br)ccc21 (stereo not given)
  0	-12	30	-9	2	1	-3.0	11

Some of the entries above, set out differently.
(64) COc1ccccc1-n1cnc2c(c1=O)c1nc3ccccc3nc1n2CCc1ccccc1
(65) Cc1cc(C(=O)NC2CCC(O)CC2)c(C)o1 (stereo not given)
(66) CCN(CC)CCCN1C(=O)c2oc3ccccc3c(=O)c2C1c1cc(OC)ccc1OC (stereo not given)
(67) O=S(=O)(Nc1ccccc1)c1ccc(-c2cnc(C3CC3)o2)cc1
(68) CCCCc1ccc(-c2csc(/C(C#N)=C/c3ccco3)n2)cc1
(69) COc1ccc(C(C)(C)C)cc1NC(=O)COC(=O)c1nc2nccc(C)n2n1
Assay by compound | 64 | 65 | 66 | 67 | 68 | 69
GRIN3A LBD mod | 0 | 3 | -1 | -9 | 0 | -1
PfG6PD inh | 14 | 17 | 6 | -20 | 8 | 0
SENP8 inh | -357 | 3 | -4 | -10 | -26 | 18
ATG4B inhibitor | -8 | -5 | -7 | -8 | -3 | 3
SENP1 inh | -7 | 0 | 0 | 2 | -77 | -1
hIAP activ | 0.96 | 1 | 1 | 1.1 | 0.96 | 0.9
MPTP block | -0.2 | -0.2 | -0.7 | -0.8 | 8.1 | 0.8
SENP6 block | -23 | 0 | 1 | 9 | 7 | 4
